MrgX1 allo act: human MrgX1 positive allosteric modulation, primary screen; B-score at 10 µM; MrgX1-HEK293, Fluo-4 calcium flux, FDSS; stronger effect = higher value; Q96LB2; hit rate 0.63% among 310,000;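 active means plate-corrected calcium response at least 3 library SD above typical, normal starting fluorescence, not activating the receptor alone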;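 further: compound read alongside a low EC10 to EC30 dose of BAM8-22 agonist; peak minus trough fluorescence over baseline measured at the second addition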
Target sequence (Q96LB2 whole entry, looked up): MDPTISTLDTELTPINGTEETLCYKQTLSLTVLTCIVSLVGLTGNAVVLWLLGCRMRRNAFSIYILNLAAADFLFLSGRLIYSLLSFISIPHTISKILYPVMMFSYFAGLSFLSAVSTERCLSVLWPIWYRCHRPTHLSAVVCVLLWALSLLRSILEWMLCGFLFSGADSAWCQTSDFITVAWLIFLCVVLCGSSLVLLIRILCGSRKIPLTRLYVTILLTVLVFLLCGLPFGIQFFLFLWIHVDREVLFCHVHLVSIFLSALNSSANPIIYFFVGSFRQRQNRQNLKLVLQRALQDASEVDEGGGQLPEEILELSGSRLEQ
TRPC4 inh: TRPC4 (mouse) channel inhibition; Q9QUQ5; HEK293 TRPC4beta/mu-opioid, DAMGO-evoked Fluo4 calcium flux; stronger effect = lower value; B-score at 10 µM; hit rate 0.39% among 300,000;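 active means B-score over 3 SD under the library average, no early fluorescence shift, positive overall ratio signal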
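Assay system: HEK293 cells with stable TRPC4beta plus mu-opioid receptor expression; Probe or stimulus: DAMGO in two steps, submaximal then maximal; Dosing: single-point compound dosing; Measured by: Fluo4 calcium-dye fluorescence, kinetic read; Read-out basis: B score from integrated Fluo4 fluorescence ratio.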
TRPC6 inh: blocks the mouse TRPC6 cation channel; B-score at 10 µM; Q61143; HEK293-TRPC6, membrane potential dye, ACh-evoked depolarization; stronger effect = lower value; AID 2553; hit rate 1.1% among 310,000;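 active means B-score under library mean minus 3 SD, initial fluorescence not abnormally high, positive integrated signal ratio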;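 further: B-score derived from integrated fluorescence ratio over the kinetic read; more negative B-score means stronger inhibition of depolarization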
TRPC6 act: activators of mouse TRPC6 channel; Q61143; HEK293-TRPC6 membrane potential dye fluorescence; stronger effect = higher value; B-score at 10 µM; hit rate 0.13% among 310,000;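 active means B-score of the integrated fluorescence ratio above library mean plus 3 SD, and starting fluorescence ratio within library mean plus 5 SD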;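 further: higher score means more depolarization so channel activation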
MrgX1 agonist: human MrgX1 receptor agonism, primary screen; AID 588627; hit rate 0.44% among 310,000; B-score at 10 µM; MrgX1-HEK293 cells, Fluo-4 calcium fluorescence, agonist mode; stronger effect = higher value; Q96LB2;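 active means calcium response B-score plate-corrected fluorescence ratio at least 3 library SD, with starting fluorescence B-score inside 5 SD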
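Assay system: stable human MrgX1 HEK293 cell line. Quantity: 15,000 cells per well. Schedule: cells plated overnight, dye loaded 0.5 h 37 °C, 0.5 h room temperature. Detection: Fluo-4 NW calcium-flux fluorescence, kinetic read. Read-out basis: peak-minus-minimum fluorescence over baseline, converted to B scores. Control set: positive and negative control wells on each plate.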
TRPC4 potent: allosterically enhances the mouse TRPC4 cation channel; HEK293 TRPC4beta/mu-opioid, DAMGO EC20, Fluo-4 Ca2+ flux; stronger effect = higher value; B-score at 10 µM; hit rate 0.42% among 310,000; AID 2227;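 active means B-score of calcium response area above 5 SD of library B-scores, with initial fluorescence ratio within 5 SD of library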;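 further: B-score of integrated fluorescence ratio over time as area under calcium response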
MrgX1 antagonist: antagonists of human MrgX1 receptor. Q96LB2. MRGX1-HEK293 calcium flux, Fluo-4, BAM8-22 antagonism; stronger effect = lower value. B-score at 10 µM. hit rate 1.3% among 310,000;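 active means calcium-response B-score plate-corrected more than 3 library SD below zero, starting fluorescence within 5 deviations, no agonist response on first addition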;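 further: peak minus trough fluorescence over baseline after final BAM8-22 challenge near maximal dose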
ANO1 block: mouse TMEM16A channel inhibition, primary screen | HEK293 TMEM16A/YFP iodide influx fluorescence, ionomycin | normalized B-score (activity score, 25-100; higher = stronger inhibition) at 10 µM | hit rate 1.2% among 310,000 | AID 588511;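 active means ratio plate-corrected score three or more library SD toward inhibition, starting fluorescence score within five deviations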;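 further: score derived from kinetic fluorescence span divided by baseline fluorescence per well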
RGS4 inh: human RGS4 inhibition | HEK293 M3R/RGS4 inducible, Fluo-4 calcium flux; stronger effect = higher value; triggered by carbachol at its EC20 | B-score at 10 µM | hit rate 0.45% among 310,000;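 active means B-score, a plate-corrected calcium signal, over three deviations above library mean, with baseline fluorescence within five deviations of library mean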;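 further: RGS4 expression induced by doxycycline in cells with stable M3 receptor; B-score is computed from the integrated fluorescence ratio over baseline after carbachol; higher B-score means a larger calcium signal and so more RGS4 inhibition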
Target sequence (P49798 whole entry, looked up): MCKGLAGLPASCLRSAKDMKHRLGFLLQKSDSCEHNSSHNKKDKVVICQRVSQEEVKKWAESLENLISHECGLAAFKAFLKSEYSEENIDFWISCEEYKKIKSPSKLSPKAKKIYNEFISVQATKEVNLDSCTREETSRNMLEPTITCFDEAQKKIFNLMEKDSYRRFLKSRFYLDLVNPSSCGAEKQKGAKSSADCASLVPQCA
TRPC4 agonist: opens the mouse TRPC4 cation channel | AID 2237 | hit rate 0.49% among 310,000 | HEK293 TRPC4beta/mu-opioid, Fluo4 calcium fluorescence; stronger effect = higher value | B-score at 10 µM | Q9QUQ5;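 active means B-score above 5 SD of library B-scores, and initial fluorescence ratio not above library mean plus 5 SD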;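 further: positive B-score marks a calcium rise read as TRPC4 activation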
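Material: TRPC4beta and mu-opioid receptor HEK293 stable cells | Incubation: 45 min room-temperature Fluo4 loading, 110 s read | Detection: Kinetic Fluo4 calcium fluorescence | Measure: Integrated baseline-normalised fluorescence ratio, converted to per-well B score | Benchmarks: Low control buffer alone, high control maximal DAMGO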
ANO1 activ: activators or potentiators of mouse TMEM16A chloride channel. Q8BHY3. B-score at 10 µM. HEK293 TMEM16A/YFP-H148Q/I152L, iodide quench fluorescence; stronger effect = lower value. hit rate 0.3% among 340,000. AID 623877;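 active means fluorescence-ratio B-score plate-corrected deviation score at least 3 library SD below zero, with starting fluorescence score within 5 deviations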;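 further: channel opened by trigger with iodide after compound preincubation; score built on the fluorescence ratio of max minus min over baseline; more negative score means more quench and so TMEM16A activation or potentiation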
Active calls of the source: *; i = inactive; . = no result given. Compounds were not picked by outcome; 5.8% or so of the library scored in one or more.

Under each structure – MrgX1 allo act, ANO1 activ, MrgX1 agonist, TRPC6 act, TRPC4 inh, RGS4 inh, ANO1 block, TRPC6 inh, MrgX1 antagonist, TRPC4 agonist, TRPC4 potent
CCOC(=O)CN1CC23C=CC(O2)C(C(=O)NC2CCCCCC2)C3C1=O (stereo not given)
  i, i, i, i, i, i, i, i, i, i, i
O=C(/C=C/c1cccs1)Nc1ccc(N2CCOCC2)c(S(=O)(=O)Nc2ccccc2Cl)c1
  i, i, i, i, i, i, i, i, i, i, i
Cc1cc(C)n(-c2nc(NCC(C)O)c3c4c(sc3n2)COC(C)(C)C4)n1 (stereo not given)
  i, i, i, i, i, i, i, i, i, i, i
Cc1noc(C)c1COc1cccc(C(=O)NCCc2c[nH]c3ccccc23)c1
  i, i, i, i, ., i, 25*, i, i, i, i
Cc1cc(C(=O)Nc2nc(-c3ccccn3)cs2)ccc1[N+](=O)[O-]
  i, i, i, i, i, i, i, i, i, i, i
O=C(NCCc1ccc(S(=O)(=O)N2CCCC2)cc1)c1cccs1
  i, i, i, i, i, i, i, i, i, i, i
Cc1cc(C)cc(NC(=O)CN(C)S(=O)(=O)c2cccc3nsnc23)c1
  i, i, i, i, i, i, i, i, i, i, i
CCCCOC(=O)Oc1ccc2c(=O)c(Oc3cccc(C)c3)coc2c1
  i, i, i, i, i, i, i, i, i, i, i
CC(=O)N1CCN(c2ccc(NC(=O)c3ccc(Cl)cc3)cc2)CC1
  i, i, i, i, i, i, i, i, i, i, i
CCc1ccc(CN2CCSCC2)cc1
  i, i, i, i, i, i, i, i, i, i, i
Cc1cc(C)nc(NNC2=CC(=[N+]3CCCCC3)CC(C)(C)C2)n1
  i, i, i, i, i, i, i, i, i, i, i
COc1ccc(S(=O)(=O)N(C)CC(=O)NCCC2=CCCCC2)cc1C
  i, i, i, i, i, i, i, i, i, i, i
O=[N+]([O-])c1cc(/C=N/Nc2nc(N3CCOCC3)nc(N3CCOCC3)n2)ccc1Cl
  i, i, i, i, i, i, i, i, i, i, i
Cn1c(SCc2ccc(Cl)cc2Cl)nc(C(F)(F)F)cc1=O
  i, i, i, i, i, i, i, i, i, i, i
O=C(Nc1ccc2oc(-c3ccccc3F)nc2c1)c1cncc(Br)c1
  i, i, i, i, i, i, i, i, i, i, i
O=C(CNC(=O)c1ccncc1)N/N=C/c1ccccc1[N+](=O)[O-]
  i, i, i, i, i, i, i, i, i, i, i
COc1ccc(CCNC(=O)COC(=O)/C=C/c2cc(OC)c(OC)c(OC)c2)cc1OC
  i, i, i, i, i, i, i, i, i, i, i
COCCNC(=O)Cn1cc(/C=C(\C#N)C(=O)NC2CC2)c2ccccc21
  i, i, i, i, i, i, i, i, i, i, i
Cc1ccc2[nH]c(=O)c(CN(Cc3ccco3)S(=O)(=O)c3c(C)ccc4nsnc34)cc2c1
  i, i, i, i, i, i, i, i, i, i, i
Cc1ccc(C2=NNC(c3ccc(Cl)cc3)=Nc3ccccc32)o1
  i, i, i, i, i, i, i, i, i, i, i
CC(=O)Nc1ccc2c(CSc3nnc(N)s3)cc(=O)oc2c1
  i, i, i, i, i, i, i, i, i, i, i
O=S(=O)(c1ccccc1)[C@@]1(c2ccccc2)C[C@@H]2ON=C(c3cccc(Br)c3)[C@@H]2C1
  i, i, i, i, i, i, i, i, i, i, i
Cc1ccccc1NS(=O)(=O)c1ccc2[nH]cc(C(=O)N(C)Cc3ccco3)c(=O)c2c1
  i, i, i, i, i, i, i, i, i, i, i
O=C1C2CC=CCC2C(=O)N1c1ccc(NCCc2ccc(O)cc2)c([N+](=O)[O-])c1 (stereo not given)
  i, i, i, i, i, i, 25*, i, -5.24*, i, i
O=C(COC(=O)c1ccccc1NCCO)Nc1cc(C(F)(F)F)ccc1N1CCOCC1
  i, i, i, i, i, i, i, i, i, i, i
Cc1ccc(-c2ccc(SCC(=O)N3CCCc4ccccc43)nn2)cc1
  i, ., i, i, i, i, i, i, i, i, i
CCCCCC(=O)N/N=C/c1ccc([N+](=O)[O-])o1
  i, i, i, i, i, i, i, i, i, i, i
COc1ccc(NS(=O)(=O)c2ccc3c(c2)oc(=O)n3C)cc1Cl
  i, i, i, i, i, i, i, i, i, i, i
O=c1[nH][nH]cc1C=Nc1ccc(Oc2ccccc2)cc1
  i, i, i, i, i, i, i, i, i, i, i
O=S(=O)(Cc1cc(-c2ccccc2Cl)no1)c1ccccc1
  i, i, i, i, i, i, i, i, i, i, i
C#CCOCCOCCOCCNc1nc(N2CCN(C(=O)[C@H]([C@@H](C)CC)n3cc(CCCN=C(N)N)nn3)CC2)nc(N2CCN(C(=O)[C@H](C)n3cc(CCCN=C(N)N)nn3)CC2)n1
  i, ., i, i, i, i, i, i, i, i, i
CC(=O)Nc1ccc(-c2cc(-c3ccc(NC(C)=O)cc3)nc(-c3ccc(NC(C)=O)cc3)n2)cc1
  i, i, i, i, i, i, i, i, i, i, i
CC(/C=C1\SC(=S)N(NS(=O)(=O)c2ccc(C)cc2)C1=O)=C\c1ccccc1
  i, i, i, i, i, i, i, i, -13.7*, i, i
COc1ccc(OC)c(-c2csc(NC(=O)C3COc4ccccc4O3)n2)c1 (stereo not given)
  i, i, i, i, i, i, i, i, i, i, i
CC(=O)[C@@H]1[C@@H](C)N(Cc2ccccc2)C(=O)N[C@H]1c1ccccc1
  i, i, i, i, i, i, i, i, i, i, i
CC(C)Nc1ccc(-n2nc3ccccc3[n+]2[O-])cc1
  i, i, i, i, i, i, i, i, i, i, i
COc1ccc(N2CCN(C(=O)CCS(=O)(=O)c3ccc(C)cc3)CC2)cc1
  i, i, i, i, i, i, i, i, i, i, i
O=C(CSc1nc2ccccc2c(=O)n1Cc1ccco1)N1CCCCCC1
  i, i, i, i, i, i, i, i, i, i, i
CC1(C)CC(=O)C(=Cc2cn(CCC#N)nc2-c2ccc(Cl)cc2)C(=O)C1
  i, i, i, i, i, i, i, i, i, i, i
CC(=O)Nc1cccc(Oc2ncnc3scc(-c4ccc(C(C)C)cc4)c23)c1
  i, i, i, i, i, i, i, i, i, i, i
NC(=O)C1CCN(CCC(=O)Nc2cccc(Cl)c2)CC1
  i, i, i, i, i, i, i, i, i, i, i
COC(=O)C1=C[C@@H](C(=O)OC)C2C3=C(C(=O)C24CCCCC4)[C@H](C)n2c(=O)n(C)c(=O)n2[C@@H]3C1 (stereo not given in full)
  i, i, i, i, i, i, i, i, i, i, i
CN(C)c1ccc(N=Nc2ccccc2C(=O)OCC(=O)NCC2CCCCC2)cc1
  i, i, i, i, i, i, 100*, i, i, i, i
CN1CCN(C(c2cccs2)c2nnnn2Cc2ccc(F)cc2)CC1 (stereo not given)
  i, i, i, i, i, i, i, i, i, i, i
CCc1nnc(NC(=O)CCC(=O)NC2CCCCC2)s1
  i, i, i, i, i, i, i, i, i, i, i
Cc1ccc(NC(=O)CN(C)S(=O)(=O)c2ccc(Br)s2)cc1F
  i, i, i, i, i, i, i, i, i, i, i
CCOC(=O)C1CCN(C(=O)CCc2ccccc2)CC1
  i, i, i, i, i, i, i, i, -7.93*, i, i
CCOC(=O)C1CSC2(CCC(c3ccccc3)CC2)N1 (stereo not given)
  i, i, i, i, i, i, i, i, i, i, i
CS(=O)(=O)N(CC(=O)N1CCCCC1)C1CCCCC1
  i, i, i, i, i, i, i, i, i, i, i
COc1ccc(/C(O)=C2/C(=O)C(=O)N(CCCC(=O)O)C2c2ccc(OC)cc2)cc1 (stereo not given)
  i, i, i, i, i, i, i, i, i, i, i
O=C(CNC(=O)N1CC(=O)Nc2ccccc21)NCc1ccc(Cl)cc1
  i, i, i, i, i, i, i, i, i, i, i
COc1cccc(/C=N/n2c(-c3cc(C)[nH]n3)n[nH]c2=S)c1
  i, i, i, i, i, i, i, i, i, i, i
O=C(c1ccc(Cn2c(=S)[nH]c3ccc(N4CCOCC4)cc3c2=O)cc1)N1CCC(N2CCCCC2)CC1
  i, i, i, i, i, i, i, i, i, i, i
COc1ccc(/C=N/NC(=O)c2sc(C)nc2C)cc1
  i, i, i, i, i, i, i, i, i, i, i
O=C(COC(=O)C12CC3CC(CC(C3)C1)C2)Nc1ccc([N+](=O)[O-])cc1Cl
  i, i, i, i, i, i, i, i, -6.64*, i, i
Cc1cc(C)nc(NC(=O)c2ccc(C)c([N+](=O)[O-])c2)n1
  i, i, i, i, i, i, i, i, i, i, i
CN1C(=O)Cc2cc(S(=O)(=O)NCCc3ccccc3)ccc21
  i, i, i, i, i, i, i, i, i, i, i
COCCn1c(SCC(=O)c2ccccc2)nc2c(c1=O)SCC2
  i, i, i, i, i, i, i, i, i, i, i
CCOC(=O)c1c(-c2ccc(F)cc2)cn2ccccc12
  i, i, i, i, i, i, i, i, i, i, i
O=[N+]([O-])c1cccc(NC(=S)NCc2ccncc2)c1
  i, i, i, i, i, i, i, i, i, i, i

Next compounds
Under each structure – MrgX1 allo act, ANO1 activ, MrgX1 agonist, TRPC6 act, TRPC4 inh, RGS4 inh, ANO1 block, TRPC6 inh, MrgX1 antagonist, TRPC4 agonist, TRPC4 potent
NC(=O)C(Cc1ccccc1)NS(=O)(=O)c1ccc(N2CCCC2=O)cc1 (stereo not given)
  i, i, i, i, i, i, i, i, i, i, i
CC1Sc2ccc(S(=O)(=O)N3CCC(C(=O)Nc4cccc(Cl)c4)CC3)cc2NC1=O (stereo not given)
  i, i, i, i, i, i, 25*, i, i, i, i
COc1cc(-c2noc(CCCC(=O)Nc3cccnc3)n2)cc(OC)c1OC
  i, i, i, i, i, i, i, i, i, i, i
O=C(Cc1cccs1)Nc1nnc(-c2ccc(F)cc2)s1
  i, i, i, i, i, i, i, i, i, i, i
Cn1nnnc1SCCNCc1ccc(Cl)cc1
  i, i, i, i, i, i, i, i, i, i, i
Cc1onc(-c2c(F)cccc2Cl)c1C(=O)N(C)CC(=O)Nc1cccc(F)c1
  i, i, i, i, -7*, i, i, i, i, i, i
C[N+](C)(C)CCCCCC(=O)/C=N/O
  i, i, i, i, i, i, i, i, i, i, i

Source: PubChem
